Source: PubChem BioAssay
TWEAK-Fn14 inh – blocks TWEAK-Fn14 interaction in a reporter cell assay | 360,000 tested, 2% active | inhibition, % at 10 µM | AID 1159606 | TWEAK-stimulated Fn14 reporter cells, luciferase luminescence, 8 h; in the data active = inhibition above about 50%
MITF TRPM1 inh – MITF TRPM1 promoter inhibition in SK-MEL-5 cells; 330,000 tested, 0.83% active; SK-MEL-5 TRPM1 promoter luciferase, 24 h; inhibition, % at 12.5 µM; AID 488899;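 active = mean inhibition across replicates of 60% or more, whatever share of single replicates reaches that level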; also: values of inactives mirror those of a sister screen read the other way
NR2E3 ag-1 – agonists of human NR2E3 nuclear receptor | Q9Y5X4 | CHO-S Gal4-NCOR/VP16-NR2E3 two-hybrid, luciferase | inhibition of corepressor binding, % at 3.98 µM | 360,000 tested, 0.35% active | AID 602229;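 active = inhibition above the mean of all tested compounds plus 3 SD, cut at about 70% in these data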;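 also: 0% = DMSO with NR2E3 transfected cells and 100% = cells lacking NR2E3 construct; higher means lower luciferase signal from less NR2E3 corepressor binding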
Target sequence (Q9Y5X4 whole entry, looked up, the tested form may be a part): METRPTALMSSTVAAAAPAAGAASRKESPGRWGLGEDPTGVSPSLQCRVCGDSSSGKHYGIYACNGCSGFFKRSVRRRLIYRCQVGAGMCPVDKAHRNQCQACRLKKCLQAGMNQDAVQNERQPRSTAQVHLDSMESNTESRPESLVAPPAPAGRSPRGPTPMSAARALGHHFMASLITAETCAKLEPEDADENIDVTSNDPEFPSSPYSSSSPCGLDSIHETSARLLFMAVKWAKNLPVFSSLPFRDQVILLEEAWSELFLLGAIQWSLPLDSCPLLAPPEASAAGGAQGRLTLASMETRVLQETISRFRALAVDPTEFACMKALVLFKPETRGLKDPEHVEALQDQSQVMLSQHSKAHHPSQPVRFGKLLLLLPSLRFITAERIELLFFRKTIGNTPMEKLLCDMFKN
Shn3 3UTR inh – reduces Shn3 3'UTR luciferase signal in osteoblasts | Clone20 osteoblast Shn3 3'UTR firefly luciferase, 24 h | 360,000 tested, 0.52% active | inhibition, % at 12.5 µM;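 active = mean inhibition of at least 75% with every replicate also reaching 75%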;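 also: 0% = median of neutral control wells and 100% = pilot-screen positive control compound; some compounds past the cut are filed as inactive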
CF NFkB inh – blocks PAF-induced NF-kB reporter in cystic fibrosis cells. KKLEB NF-kB-GFP reporter, GFP fluorescence overnight. inhibition, % at 5 µM. 360,000 tested, 0.86% active. AID 588850;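 active = at least 50% inhibition at 5 µM, scaled per plate between neutral and stimulator controls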;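 also: PAF is a Pseudomonas aeruginosa culture filtrate used as stimulus; plate controls were PAF-stimulated DMSO wells for no effect and unstimulated DMSO wells for full effect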
TROY signal inh – inhibitors of TROY-dependent NF-kB signaling; inhibition, % at 10 µM; 360,000 tested, 0.98% active; Q293 LMP1-TROYcd NF-kB luciferase reporter, 4 h; AID 1347056;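 active = compounds whose plate-normalised and pattern-corrected inhibition of the luciferase reporter signal at the single screening dose is 50% or more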
Peg3 promoter – Peg3 promoter activity inhibition; HeLa PEG-Prom luciferase reporter, luminescence, overnight; inhibition, % at 20 µM; 360,000 tested, 1.7% active;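 active = inhibition of at least 50% at 20 µM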
C8 TRAIL sens – caspase-8 TRAIL sensitization; NB7+C8 cells + TRAIL, ATPlite viability luminescence; inhibition (viability loss, TRAIL sensitization), % at 10 µM; 360,000 tested, 1% active;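 active = compounds causing at least 50% loss of cell viability in the single-dose screen, relative to plate controls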
NR2E3 ag-2 – agonists of human nuclear receptor NR2E3. 320,000 tested, 0.12% active. GST-NR2E3/biotin-RetCOR TR-FRET, 1536-well. AID 2300. inhibition of corepressor binding, % at 4.78 µM. Q9Y5X4;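 active = percent inhibition above the cutoff of mean plus 3 SD of all tested compounds, set per screening campaign, cut at about 20% in these data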;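 also: 0% = DMSO wells and 100% = biotin wells as full block of FRET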
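Material: NR2E3–RetCOR corepressor complex / Amount: 1.35 nM GST-NR2E3 / Medium: Tris pH 7.5 / Compound: single nominal compound dose of 4.8 µM / Incubation: 5 h at 4 °C / Technique: TR-FRET, Eu(K)-anti-GST donor, streptavidin-D2 acceptor, ex 340, em 617/671 nm / Read-out basis: percent loss of FRET ratio relative to control wells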
HIF-2a inh – HIF-2a inhibition; 786-0 RCC cells HIF-2a reporter, luciferase luminescence, overnight; inhibition, % at 18.8 µM; 360,000 tested, 0.72% active;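 active = inhibition of the luminescence signal of 40% or more relative to plate controls, in a single-dose primary screen at 18.75 µM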
KKLEB tox – CF airway cell cytotoxicity counter-screen; activity change (cytotoxicity), % at 5 µM; AID 602141; KKLEB CF airway cells viability, ATPlite luminescence, overnight; stronger effect = lower value; cells stimulated with P. aeruginosa culture filtrate; 360,000 tested, 0.36% active;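 active = corrected activity change at or below -50% at 5 µM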
* marks the source's active call; other numbers are inactive results; . = not tested or not shown. Not all compounds are listed, so the mix of outcomes need not match the whole.

SMILES	TWEAK-Fn14 inh	MITF TRPM1 inh	NR2E3 ag-1	Shn3 3UTR inh	CF NFkB inh	TROY signal inh	Peg3 promoter	C8 TRAIL sens	NR2E3 ag-2	HIF-2a inh	KKLEB tox
Cc1ccc(-c2nc3sc4c(c3c(=O)n2N)CC(C)(C)OC4)cc1	-9	-16	-3	-4	8	-21	-48	9	3	-2	6
CCc1ccc(Nc2n[n+](-c3ccccc3)c(-c3cccc(Cl)c3Cl)s2)cc1	7	14	3	11	26	2	33	31	-1	21	-9
CCOc1ccc(C2NC(=O)CCC2[N+](=O)[O-])cc1 (stereo not given)	-16	3	4	11	-5	-18	1	-8	2	4	0
CCOC(=O)c1sc(=S)n2c1[nH]c(=O)c1ccc(C(=O)OC)cc12	-15	-11	-5	6	-4	5	16	-10	1	-10	3
CN1CCN(c2ccc([N+](=O)[O-])cc2NC(=O)c2ccccc2)CC1	-8	2	-2	-3	-1	-8	10	3	0	0	-6
COC(=O)[C@H](CC(C)C)N(Cc1ccccc1)S(=O)(=O)N(Cc1ccccc1)[C@@H](CC(C)C)C(=O)OC	14	-9	-31	50	13	-1	8	25	.	13	-4
CC(=O)c1cccc(NC(=O)N[C@@H](CC(C)C)C(=O)O)c1	-5	9	-4	8	-14	-11	7	15	0	-13	2
CCN1CCN(/C=N/c2nc(C)cs2)CC1	5	-60	-21	-37	-6	-13	-95	18	-3	-150	0
O=C(NCCCCc1ccccc1)c1cccc(NC(=O)C2CCC2)c1	101*	-2	8	7	19	-6	-15	-7	.	-18	-3
CC(=O)c1cccc(NC(=O)CCn2c(=S)oc3ccccc32)c1	7	1	1	9	-13	-11	-6	1	-2	16	-2
COc1ccc(CC(=O)NC(=S)Nc2ccc(S(N)(=O)=O)cc2)cc1	-13	2	-32	21	-11	10	-9	-7	-4	-3	-14
Clc1ccc(-c2nc3ncccn3c2Cl)cc1	7	-8	-83	-42	-58	-45	-167	11	-3	-164	3
COC(=O)c1ccc(CSc2nnc(CNC(=O)c3ccc(OC)cc3)o2)o1	-5	4	-6	8	10	2	6	3	-1	16	3
CC(=O)Nc1ccc(-c2ccnc3c2CC(C(=O)Nc2ccc(Cl)c(C(F)(F)F)c2)O3)cc1 (stereo not given)	-12	.	-22	19	0	13	5	13	.	-77	-32
O=C1CSC(c2ccncc2)N1Cc1ccc(F)cc1 (stereo not given)	0	0	-26	-23	7	-14	11	-9	-3	21	-1

Part of the list above with just Peg3 promoter and TROY signal inh:
canonical_smiles,Peg3 promoter,TROY signal inh
CN1CCN(c2ccc([N+](=O)[O-])cc2NC(=O)c2ccccc2)CC1,10,-8
COC(=O)[C@H](CC(C)C)N(Cc1ccccc1)S(=O)(=O)N(Cc1ccccc1)[C@@H](CC(C)C)C(=O)OC,8,-1
CC(=O)c1cccc(NC(=O)N[C@@H](CC(C)C)C(=O)O)c1,7,-11
CCN1CCN(/C=N/c2nc(C)cs2)CC1,-95,-13

Further entries.
SMILES	TWEAK-Fn14 inh	MITF TRPM1 inh	NR2E3 ag-1	Shn3 3UTR inh	CF NFkB inh	TROY signal inh	Peg3 promoter	C8 TRAIL sens	NR2E3 ag-2	HIF-2a inh	KKLEB tox
O=C(COC(=O)C1c2ccccc2Oc2ccccc21)Nc1ccc2c(c1)OCO2	2	-5	-9	-1	13	0	3	-8	0	0	2
CCOC(=O)c1c(N)sc(C(=O)Nc2ccccc2)c1C	0	-61	-97	-40	-14	-16	-251	63*	0	-192	-9
CCCNC(=O)c1nnsc1Sc1ccc(Cl)cc1	-31	-35	-18	-24	6	-54	-79	-3	1	-98	-17
O=C(CCC1CCCCC1)NCc1ccncc1	-16	5	6	14	0	-12	4	-19	3	5	2
O=C(NC(=S)Nc1ccc(S(=O)(=O)Nc2nccs2)cc1)c1ccc(Br)o1	7	10	20	2	14	-18	-5	-9	-1	8	6
CN(C)S(=O)(=O)c1ccc(Cl)c(NC(=O)CN2CCNC(=O)C2)c1	22	8	1	-11	-20	9	5	1	0	8	14
COc1ccccc1C(=O)NC(=S)Nc1ccc(Cc2ccncc2)cc1	23	-19	13	3	-13	62*	-34	-4	0	-86	3
Cc1cc(C)cc(N(C(=O)CNC(=O)c2ccco2)C(C(=O)NC2CCCCC2)c2ccncc2)c1 (stereo not given)	3	1	1	0	-1	7	7	-18	-5	12	-2
O=C(COC(=O)Cc1cn2ccsc2n1)NC12CC3CC(CC(C3)C1)C2	-5	-3	-3	6	1	3	-3	6	-1	6	-2
Nc1ccccc1C(=O)N=Nc1[nH]c(N)c2ccccc12	14	-53	-52	-55	-21	-16	-197	51*	-1	-147	3
O=C(Nc1ccccc1[N+](=O)[O-])c1cccc(N2C(=O)CCC2=O)c1	14	9	-6	-7	-1	2	-3	-10	1	-7	2
O=C(O)c1c(C(=O)O)c(-c2ccc(Cl)c(Cl)c2)n2c1CSC2	-13	3	-28	4	2	17	10	-8	0	14	-7
C=CCn1cnnc1SCC(=O)N(C)CC1COc2ccccc2O1 (stereo not given)	2	7	8	-4	12	-12	-1	-9	.	5	-3
CC(=O)Nc1cccc(OCc2ccc(S(=O)(=O)Cc3ccccc3)cc2)c1	-6	-6	17	5	3	-19	-72	-7	2	-106	4
Fc1ccc(Cc2nnc(-c3cccs3)o2)cc1	-18	-68	-12	-52	-27	-76	-159	9	-6	-199	18
N#Cc1c(-c2ccc(Cl)cc2)c(C#N)c(=O)n(N)c1N	0	-4	-10	-8	-22	6	15	-10	3	19	-2
O=C(Nc1cccc(Oc2ccccc2)c1)c1ccc(-n2cncn2)c2ccoc12	20	.	-5	11	27	26	-52	-8	.	-150	-7
CO/N=C1\CCCc2c(C(=O)NN)sc(SC)c21	1	-12	-30	-9	7	13	17	-14	0	28	-3
CS(=O)(=O)N(CC(=O)NCc1ccco1)c1ccc(Cl)cc1Cl	13	9	15	3	-1	10	1	2	2	13	4
CC1CCN(Cc2ccc(-c3nnn(CC(=O)NC4CCCCC4)n3)cc2)CC1	-3	-12	-18	11	-5	14	9	10	4	-1	-13
COc1cnn(-c2ccccc2)c(=O)c1SCc1ccc(Cl)c(Cl)c1	-3	-1	23	17	-6	16	37	4	-52	19	-6
Cc1nc(SCC(=O)Nc2c(C)n(C)n(-c3ccccc3)c2=O)[nH]c(=O)c1Cc1ccccc1	1	4	-18	-7	6	8	3	-30	-1	0	-5
CC(C)(C)c1cc(S(=O)(=O)CCc2ccccn2)cc(C(C)(C)C)c1F	6	7	19	12	0	-14	24	-14	5	3	5
CC(C)(C)c1ccc(C(=O)NCc2nnc(SCC(=O)NCc3ccco3)o2)cc1	2	7	11	4	18	3	8	-3	1	-6	2
CC(=O)c1ccc(OCc2cc(C(=O)N3CC[C@@H]4CCCC[C@H]4C3)no2)cc1	-17	-62	-80	-70	-9	-21	-339	1	1	-244	-25
CCn1nc(C)c(CCC(=O)O)c1C	4	9	-11	-11	-2	4	7	6	-3	16	2
Cc1ccc(S(=O)(=O)N2CCCCC2C(=O)O)cc1 (stereo not given)	-5	-10	15	-3	-5	15	4	-2	1	18	2
Cc1ccccc1OCC(O)Cn1c(N2CCCCC2)nc2c1c(=O)[nH]c(=O)n2C (stereo not given)	-1	0	-16	3	-8	7	9	-1	1	12	-1
COc1ccc(/C=N\Nc2ncc(F)c(N3CCOCC3)n2)cc1OC	-8	-3	-8	-23	8	-2	-6	7	-1	-39	-2
Cc1cc(C)c(S(=O)(=O)N2CCCC(C(=O)NCc3cccnc3)C2)c(C)c1 (stereo not given)	-4	8	1	33	2	-5	11	-11	2	14	1

A few values from the entries so far.
In HIF-2a inh, `CC(=O)c1ccc(OCc2cc(C(=O)N3CC[C@@H]4CCCC[C@H]4C3)no2)cc1` reads -244
In Peg3 promoter, `O=C(Nc1cccc(Oc2ccccc2)c1)c1ccc(-n2cncn2)c2ccoc12` reads -52

The list continues:
SMILES	TWEAK-Fn14 inh	MITF TRPM1 inh	NR2E3 ag-1	Shn3 3UTR inh	CF NFkB inh	TROY signal inh	Peg3 promoter	C8 TRAIL sens	NR2E3 ag-2	HIF-2a inh	KKLEB tox
Cc1cc(NC(=O)COC(=O)c2n[nH]c3ccccc23)no1	-2	-8	-19	-21	-5	-21	-20	-11	2	-68	-1
Cc1ccnc2nc(C(=O)OCCOc3ccc(Cl)cc3)nn12	0	2	-24	-4	3	-9	7	-3	-1	-6	5
O=c1c(-c2ccc(Cl)cc2)[n+]([O-])c2ccccc2n1OCc1ccccn1	7	1	-21	-11	-4	-33	-8	9	1	3	-3
Cc1ccsc1C(=O)N(Cc1nnc(-c2ccccc2Cl)o1)C1CC1	-11	-17	-21	-16	-25	-36	-73	5	4	-64	22
Oc1ccccc1C1CC(c2cccs2)=NC(c2cccc(Br)c2)N1 (stereo not given)	7	-21	-30	-55	10	-22	-71	-4	-5	-61	-9
COc1ccc(N(CC(=O)NCc2ccccc2)S(=O)(=O)c2c(C)noc2C)cc1	-4	4	-7	7	12	4	21	1	0	19	-4
C/C(=N\N1C(=O)c2ccccc2NC1c1ccccc1)c1ccccc1O (stereo not given)	-2	3	-76	32	-54	3	-195	70*	11	-157	40
Cc1cccc(N2CCN(C(=O)c3ccc4c(c3)CCN4S(C)(=O)=O)CC2)c1C	6	19	36	8	8	-2	14	10	3	7	2
CCc1cc2c(=O)c(-c3ccon3)c(N)oc2cc1OC	-22	-40	-94	-79	-20	-96	-260	24	1	-213	0
COc1ccc2[nH]c(CN3CCN(C(C)C)C(CCO)C3)c(C)c2c1 (stereo not given)	-3	13	-10	11	0	-4	7	-2	1	13	2
Cn1c(CSc2ncn[nH]2)nc2ccccc21	1	12	-33	-6	-12	-8	-7	-5	0	-7	6
Cc1cc2c3c(c1C)C1(C(=O)N3C(C)(C)CC2C)C(C#N)=C(N)Oc2n[nH]c(C)c21 (stereo not given)	15	14	29	2	10	-6	27	2	2	17	-1
c1csc(-c2ccc(N3CCOCC3)nn2)c1	-13	-5	-124	-41	-14	25	-58	60*	-6	-71	-6
COc1cc(NC(=O)CCl)ccc(=O)c1	11	.	4	-29	-95	-6	32	15	.	-2	16
CN(Cc1cccc(F)c1)C(=O)c1ccccc1Sc1ccccc1C#N	-6	5	1	-2	5	-20	15	-5	2	-17	-4
c1ccc(OCCCn2nnc(-c3ccncc3)n2)cc1	9	1	-7	4	19	-3	-10	4	5	5	-1
CC1(C)CC(=O)C2=C(C1)OC(N)=C(C#N)C2c1ccccc1 (stereo not given)	-9	-5	-2	15	0	1	12	-5	-4	8	-7
CCn1c(N2CCN(S(=O)(=O)c3ccc(Cl)cc3)CC2)nc2ccccc21	8	6	15	85	12	37	20	13	5	4	-5
Cc1c(C)n2c(SCC(=O)N3CCN(c4ccccc4)CC3)nnc2[nH]c1=O	-6	0	-4	-2	16	19	15	7	0	19	2
O=C(Nc1ccccc1)[C@@H]1CCCN1S(=O)(=O)c1ccc(Cl)cc1	0	3	-2	-9	8	-2	12	3	.	11	-5
CCOc1cc(/C=N/O)ccc1OCc1ccc(F)cc1	-39	-15	-3	-50	-2	-38	-63	-4	1	-68	-8
O=C(CSc1nc2cc(C(F)(F)F)ccc2n1Cc1ccccc1)NC1CCS(=O)(=O)C1 (stereo not given)	-19	-12	-17	-7	-3	5	16	3	2	24	2
